Growth percent in the NCI-60 one-dose screen (48 h, 10 µM unless noted): 100 = growth as untreated, 0 = no growth, -100 = all killed.
OVCAR-5 = OVCAR-5 ovarian cancer; AID 1794783; 2.9% of 82,000 active
OVCAR-8 = OVCAR-8 ovarian cancer. 4.4% of 81,000 active. AID 1794782
SK-OV-3 = SK-OV-3 ovarian cancer cells. 3.2% of 80,000 active. AID 1794785
IGROV1 = IGROV1 ovarian cancer; 4.7% of 79,000 active; AID 1794786
NCI/ADR-RES = NCI/ADR-RES ovarian cells; 4.4% of 81,000 active; AID 1794790
DU-145 = DU-145 prostate cancer; 4.2% of 81,000 active; AID 1794760
OVCAR-3 = OVCAR-3 ovarian cancer; 7% of 79,000 active; AID 1794787
OVCAR-4 = OVCAR-4 ovarian cancer cells. 3.7% of 80,000 active
The depositor's hits bear a star; . = not tested or not shown; & = joins results of further samples. The calls were made as follows: active = growth percent below 10; inactive = the rest.

canonical_smiles,OVCAR-5,OVCAR-8,SK-OV-3,IGROV1,NCI/ADR-RES,DU-145,OVCAR-3,OVCAR-4
O=C1/C(=C\c2ccc(F)cc2)CN(C(=O)c2ccccc2)C/C1=C\c1ccc(F)cc1,79,3.5*,75,22,25,32,11,27
O=[N+]([O-])c1cccc2c(Br)cccc12,103,106,122,110,104,110,109,100
Cn1cccc1-c1cc(C(=O)N/N=C\c2cccc(O)c2)[nH]n1,96,101,107,91,105,102,121,98
COC(=O)Cc1[nH]cnc1C(N)=O,128,105,116,105,108,105,104,116
c1ccc2c(c1)sc1c(-c3ccc(C4CC4)o3)cccc12,116,99,93,72,95,108,99,89
Oc1ccc2ccccc2c1N=Nc1ccc(N=Nc2ccccc2)cc1,108,100,93,100,104,106,108,102
Nc1cc2c(cc1Cl)-c1ccccc1/C2=N\O,104,105,119,98,105,99,114,93
COc1ccc(/C=N/NC(=O)c2ccccn2)c(OC)c1OC,99,104,101,109,106,115,113,.

Next section (three carried over from the part before).
canonical_smiles,OVCAR-5,OVCAR-8,SK-OV-3,IGROV1,NCI/ADR-RES,DU-145,OVCAR-3,OVCAR-4
Oc1ccc2ccccc2c1N=Nc1ccc(N=Nc2ccccc2)cc1,108,100,93,100,104,106,108,102
Nc1cc2c(cc1Cl)-c1ccccc1/C2=N\O,104,105,119,98,105,99,114,93
COc1ccc(/C=N/NC(=O)c2ccccn2)c(OC)c1OC,99,104,101,109,106,115,113,.
CC(=O)c1nn(-c2ccc(Cl)cc2)cc1C(=O)c1cc2c(ccc3ccccc32)oc1=O,117,100,104,97,102,105,108,107
O=[N+]([O-])c1cc(Br)c2c(c1)CCN2,89,99,103,93,.,119,99,97
NS(=O)(=O)c1ccc(N2C(=O)/C(=C/c3cccc(Cl)c3)N=C2c2ccccc2)cc1,96,79,103,99,85,92,103,71
CCNc1ccc2nc3c4ccccc4c(=Nc4ccncc4)cc-3oc2c1,81,66,89,77,76,86,59,86
COc1ccc(NC(=S)Nc2ccccn2)cc1,98,96,98,106,100,93,97,110
Cc1ccc(-c2csc(N(C(=O)N3CCN(c4cc5c(cc4F)c(=O)c(C(=O)O)cn5C4CC4)CC3)c3ccccc3)n2)cc1,13,16,28,13,6.9*,21,7.9*,28
Cc1nn(-c2ccccc2)c2c1N=c1s/c(=C\c3ccc(Cl)cc3)c(=O)n1CN2,87,.,91,71,59,81,91,62
CCNC(=O)N1CCc2cc(OC)c(OCCc3ccc(OC)cc3)cc2C1c1ccc(OC)cc1C (stereo not drawn),36,28,46,28,12,16,.,50
COC(=O)c1[nH]nc2c1C1(C(=O)Nc3ccc(OC(F)(F)F)cc31)C(C#N)=C(N)O2 (stereo not drawn),113,100,102,107,110,108,.,104
Cc1cccc(C)c1NC(=O)c1ccccc1C(=O)O,95&107,110&104,101&104,101&107,96&110,115,101&120,109&106
O=C(Nc1ccc(Cl)c(Cl)c1)ON1CCCCC1,102,103,109,93,106,101,104,103
CCCCNC(=O)CSc1nc2ccccc2c(=O)n1-c1ccc(S(=O)(=O)Nc2ccc(Cl)nn2)cc1,104,104,113,97,110,112,120,104
Cc1cc2c(cc1C)[n+](=O)c(C(=O)c1ccccc1)c(C(F)F)n2[O-],104,72,92,84,88,86,.,72
O=S(=O)(O)c1cccc2cnccc12,112,104,98,112,103,112,110,111
O=C(NCc1ccccc1O)c1cccc2ccccc12,108,90,90,62,79,96,56,73
COc1cc(Cc2ccc(O)c(OC)c2)ccc1O,108,100,92,102,104,106,102,110
CC1(C)C(=O)/C(=C\c2ccccn2)C[C@]2(C)[C@H]3CC[C@@H]4[C@@H](C(=O)/C=C/c5ccccn5)CC[C@@]4(C)[C@]3(C)CC[C@@H]12,-22*,15,35,-52*,0.7*,-77*,-69*,-1.5*
CC(/C=C1\SC(=S)N(CC(=O)NC(Cc2ccccc2)C(=O)O)C1=O)=C\c1ccccc1 (stereo not drawn),99,99,101,107,102,114,109,103
COc1ccc(NC(=O)c2ccccc2-c2ccccc2)c(C(N)=O)c1,88,59,32,52,27,30,-22*,49
N#CC(=O)Nc1ccc(Cl)c(Cl)c1,83,63,95,71,80,82,40,64
COc1cc(C2CC(c3ccc(Nc4nc(NCCO)nc(N5CCOCC5)n4)cc3)=NN2c2cc(Cl)cc(Cl)c2)cc(OC)c1OC (stereo not drawn),74,49,.,55,49,67,57,57
Cc1cccc(NC(=O)Oc2ccc(C#N)cc2)c1,106,98,99,104,108,106,107,96
COCCCn1nnc2ccccc2c1=O,107,95,107,.,101,108,102,99
N#Cc1ccc(/C=N/Nc2ncc(-c3cc4cc5c(cc4o3)OCO5)s2)cc1,100,103,.,108,98,97,128,102
O=C(CC(C(=O)c1ccccc1)N1CCN(Cc2ccccc2)CC1)c1ccccc1 (stereo not drawn),86,91,112,119,97,86,59,87
C[C@@]1([N+](=O)[O-])CC2C=CC1C2 (stereo partly drawn),101,100,101,101,109,104,101,112
Cc1ccc(Cc2cnc(NC(=O)CN3C(=O)/C(=C\c4ccccc4)SC3=S)s2)cc1,101,102,104,105,107,111,112,99
CCOC(=O)C1=C(C(=O)c2ccc(OC)cc2)C(c2c(Cl)cccc2Cl)C(C(=O)c2ccc(OC)cc2)=C(C(=O)OCC)N1,103,109,115,108,101,114,114,101
CCC(O)C1Sc2ccccc2N1C (stereo not drawn),101,92,93,99,106,104,105,109
Cc1cc(C)c(CC(=O)c2ccccc2)c(C)c1,94,100,104,100,114,98,102,100
CCCn1cnc2c(SCc3ccccn3)nc(N)nc21,99,110,96,68,103,125,99,.
CCN(CC)CCCNc1nc(C)cc(Nc2ccc3nc(C)cc(N)c3c2)n1,102,106,90,98,101,116,106,116
CC1CN(Cc2ccccc2)C(=O)N(c2ccccc2)C1=O (stereo not drawn),129,118,112,102,120,104,111,109
O=C(CSc1nnc2n(Cc3ccccc3)c(=O)c3c4c(sc3n12)CCCC4)N1CCOCC1,96,108,108,99,108,101,111,107
CN1CCN(Cc2ccc(NC(=O)c3cncc(C#Cc4ncc5cnccn45)c3)cc2C(F)(F)F)CC1,35,70,43,42,93,47,70,41
O=C(OC(c1ccccc1)c1ccccc1)c1ccc([N+](=O)[O-])cc1,94,99,106,101,100,123,118,92
CCOC(=O)C(C)(C)c1ccccc1,84,95,108,110,96,105,105,100
Cc1ccc(Cn2cc(COc3ccc4c5ccnc(C)c5n(CCCc5ccccc5)c4c3)nn2)cc1,103,94,97,87,76,103,93,96
Cc1nn(-c2ccccc2)c(N2CCCC2)c1-c1nc2ccccc2[nH]1,103,100,110,94,91,102,97,96
O=S(=O)(NCCCNc1nccc(-n2ccc3cccnc32)n1)c1ccccc1,100,98,105,105,92,98,107,94
Cc1nn(CC(N)=O)c2c1C(=O)CC(C)(C)C2,93,100,109,104,97,110,102,99
CCCCCOC(=O)Nc1nc(=O)n([C@@H]2O[C@H](CO)[C@@H](O)C2(F)F)cc1F,118,33,60,107,57,81,82,103
CC(C)CC(Nc1nc(-c2ccccc2)cs1)c1cn(C)c2ccccc12 (stereo not drawn),82,81,93,76,84,86,89,73
COc1cc(/C=C/C(=O)c2ccc(Oc3ncnc4ccccc34)cc2)cc(OC)c1OC,88,75,84,66,70,21,36,74
Cn1cc(-c2ccc3c(c2)OCCO3)c(C(=O)NCc2ccc(Cl)cc2)n1,97,94,114,113,95,103,97,112
COc1ccc(CCC2(C)OCC(CCCCO)O2)cc1 (stereo not drawn),97,102,110,116,103,106,112,101
O=C(CCCCCCCCC(=O)N/N=C\c1ccccc1O)N/N=C\c1ccccc1O,67,26,37,30,14,27,40,16
COc1cc(-c2[nH]ncc2Nc2ccc(Cl)cc2)cc(OC)c1OC,76,67,64,70,62,102,86,72
Cc1ccc(C)c(S(=O)(=O)NC2c3ccccc3Oc3ccccc32)c1,103,91,102,96,89,112,96,93
C=C(C)[C@@H]1CC[C@]2(COC)CC[C@]3(C)[C@H](CC[C@@H]4[C@@]5(C)CCCNC(C)(C)[C@@H]5CC[C@]43C)[C@@H]12,75,79,102,37,51,58,81,29
Oc1cc(-[n+]2ccc3ccccc3c2)c(O)c2ccccc12,117,76,89,78,92,98,82,85
COc1ccc2c(c1)C(C)Cc1c(Cl)nc(-c3ccccc3)nc1N2C (stereo not drawn),115,95,96,97,108,105,108,91
CCn1c(SCC(=O)Nc2cccc(C(=O)/C=C/c3ccc(C)cc3C)c2)nc2ccccc2c1=O,94,96,108,84,85,92,96,103
O=C1C(Nc2ccc(Cl)cc2)=C(I)C(=O)c2ncccc21,60,-65*,83,-76*,0.0*,14,-88*,-91*
COCCOC(=O)c1ccc(OC)cc1,97,93,94,106,100,104,109,106
N#Cc1c(-c2ccc(F)cc2)cc(-c2cccc(OCC(=O)O)c2)[nH]c1=O,103,101,103,113,104,106,114,96

New compounds follow:
canonical_smiles,OVCAR-5,OVCAR-8,SK-OV-3,IGROV1,NCI/ADR-RES,DU-145,OVCAR-3,OVCAR-4
COc1ccc2c(c1)N=c1c-2cc2c(O)[nH]c(=S)n2c1=O,54,53,53,50,27,51,34,87
CCCCCCCCC(=O)N1CCCC1,104,101,102,95,101,109,118,103
O=C(O)c1cc(N2CCCC2)ccn1,108,105,98,115,110,98,116,107
CN(C)c1nc(NCCNS(=O)(=O)c2ccc(C3=Nc4c(N)nc(N)nc4NC(c4ccc(F)cc4)C3)cc2)nc(N2CCOCC2)n1 (stereo not drawn),104,79,96,64,96,91,88,72
CC1=CNC(=O)/C1=C\c1cc(=O)oc2ccc(Cl)cc12,104,99,102,107,100,108,114,97
CCc1ccc(NC(=O)N[C@@H](Cc2cccc(C)c2)C(=O)N[C@@H]2C(=O)N3CCC[C@H]3C(=O)N3CCCC[C@H]3C(=O)N[C@@H](CO)C(=O)N3C[C@H](C)C[C@H]3C(=O)O[C@H]2C)c(F)c1,33,21,22,43,38,25,.,22
COc1cc(C2CC(=O)Nc3c(-c4ccc(Cl)cc4)nsc32)c(OC)c2c1OCO2 (stereo not drawn),95,91,99,110,92,104,105,71
NS(=O)(=O)c1ccc(-n2ncc3c(NCc4ccccc4)ncnc32)cc1,91,90,106,60,70,126,96,101
Cc1ccc2c(c1)O/C(=C\c1cccc(OCC(=O)c3ccccc3)c1)C2=O,109,92,108,95,101,103,118,104

Entries of single compounds, quoted from the list. Order of values: OVCAR-5, OVCAR-8, SK-OV-3, IGROV1, NCI/ADR-RES, DU-145, OVCAR-3, OVCAR-4
Cc1ccc2c(c1)O/C(=C\c1cccc(OCC(=O)c3ccccc3)c1)C2=O is entered as 109, 92, 108, 95, 101, 103, 118, 104
O=C(O)c1cc(N2CCCC2)ccn1 is entered as 108, 105, 98, 115, 110, 98, 116, 107
CN(C)c1nc(NCCNS(=O)(=O)c2ccc(C3=Nc4c(N)nc(N)nc4NC(c4ccc(F)cc4)C3)cc2)nc(N2CCOCC2)n1 (stereo not drawn) is entered as 104, 79, 96, 64, 96, 91, 88, 72
CCCCCCCCC(=O)N1CCCC1 is entered as 104, 101, 102, 95, 101, 109, 118, 103
COc1ccc2c(c1)N=c1c-2cc2c(O)[nH]c(=S)n2c1=O is entered as 54, 53, 53, 50, 27, 51, 34, 87

Screening results as filed in PubChem.
